# Screening data from PubChem BioAssay.
# G9a block = qHTS Assay for Inhibitors of Histone Lysine Methyltransferase G9a; G9a H3K9 monomethylation, AlphaScreen, 2 h; Potency, µM (top dose mostly 102 µM), for the others: top-dose activity, negative = inhibition, most hits filed as inhibitors; 350,000 compounds, 8.8% hits; further: on the % scale 0 is the no-effect control and ±100 the full control effect; nearly all actives have a fitted effect of over 75% in size
#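 Using a bead-based AlphaScreen, monomethylated H3K9 product from 2 h room-temperature reactions (G9a 20 nM, peptide 500 nM, SAM 20 uM) was detected with 0.5 ug/mL rabbit anti-H3K9me1 antibody.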
# BLM helicase inh = qHTS Assay for Inhibitors of Bloom's syndrome helicase (BLM). 350,000 compounds, 0.2% hits. recombinant BLM DNA unwinding, fluorescence dequenching. Potency, µM (highest dose often 56.1 µM), without a hit: at the highest dose activity change, negative = inhibition, actives largely listed as inhibitors. RecQ-like DNA helicase BLM (Homo sapiens), P54132;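 further: plate controls were vehicle for no effect and no enzyme for full effect; nearly all actives have a fitted effect of over 35% in size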
# GLS inhibitor = qHTS for Inhibitors of Glutaminase (GLS) | GLS enzymatic activity, qHTS titration | Potency, µM (titrated, usually from 45.5 µM), for inactives: top-dose activity change, negative = inhibition, most hits filed as inhibitors | 410,000 compounds, 0.21% hits | AID 624170, 2012; further: on the % scale 0 is the no-effect control and ±100 the full control effect
#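 Read-out is an Amplex red fluorescence increase coupled through glutamate oxidase and HRP, measured before and after 30 min room-temperature incubation. hKGA is in 45 mM KH2PO4 (pH 8.2) with 0.02% Tween-20; glutamine added as 1mM solution.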
# Pol iota inh = qHTS for Inhibitors of Polymerase Iota | DNA polymerase iota (Homo sapiens), Q9UNA4 | Pol iota fluorescent replication assay, 10 min | Potency, µM (series often up to 115 µM), for inactives: top-dose activity, negative = inhibition, usual class: inhibitors | 390,000 compounds, 1% hits
#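 Pol iota at 10 nM preincubated 15 min with compounds at room temperature; reaction started with fluorescent substrate, 50 nM final. Fluorescence read kinetically at 0 and 10 min; buffer-only wells as negative control.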
# BAZ2B inh = qHTS Assay for Inhibitors of BAZ2B. Bromodomain adjacent to zinc finger domain protein 2B (Homo sapiens), Q9UIF8. AlphaScreen BAZ2B-H3K14Ac peptide displacement. Potency, µM (series often up to 114 µM), for the others: top-dose activity change, negative = inhibition, hits mostly inhibitors. 360,000 compounds, 4.4% hits; further: on the % scale 0 is the no-effect control and ±100 the full control effect; nearly all actives have a fitted effect of over 60% in size
#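 AlphaScreen luminescence quantifies BAZ2B engagement of H3K14Ac peptide; the protein and biotinylated peptide are both at 50 nM final, buffer PBS pH 7.4 with 0.01% Tween-20, all steps at room temperature.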
# Pin1 inhibitor = qHTS Assay to Find Inhibitors of Pin1 | Peptidyl-prolyl cis-trans isomerase NIMA-interacting 1 (Homo sapiens), Q13526 | Pin1 FP peptide displacement, HiFluor488, 10 min | Potency, µM (top dose mostly 115 µM), inactives show at the highest dose activity, negative = inhibition, usual class: inhibitors | 390,000 compounds, 0.009% hits | AID 504891, 2011; active means well fitted inhibition curve with a large enough effect in the polarisation, with a control signal flat, not every such curve was filed as active; inconclusive means small, poorly fitted or top-dose-only effect, or effect the other way, or a change in a side signal; inactive means no such curve, though single readings can be large or run the other way; the % refers to the polarisation; further: on the % scale 0 is the no-effect control and ±100 the full control effect
# Target sequence (Q13526 whole entry, looked up): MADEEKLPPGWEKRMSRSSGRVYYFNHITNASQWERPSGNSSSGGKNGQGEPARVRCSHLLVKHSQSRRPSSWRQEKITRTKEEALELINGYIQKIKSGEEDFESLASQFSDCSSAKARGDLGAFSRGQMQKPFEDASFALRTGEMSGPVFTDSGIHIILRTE
# Tb PGK inh = qHTS Assay to Find Inhibitors of Phosphoglycerate Kinase | Phosphoglycerate kinase, glycosomal (Trypanosoma brucei brucei), P07378 | PGK/GAPDH coupled, Kinase-Glo luminescence, 60 min | Potency, µM (highest dose often 57.5 µM), inactives show at the highest dose activity change, negative = inhibition, hits mostly inhibitors | 380,000 compounds, 0.043% hits; further: on the % scale 0 is the no-effect control and ±100 the full control effect; nearly all actives have a fitted effect of over 60% in size
# Target sequence (P07378 whole entry, looked up): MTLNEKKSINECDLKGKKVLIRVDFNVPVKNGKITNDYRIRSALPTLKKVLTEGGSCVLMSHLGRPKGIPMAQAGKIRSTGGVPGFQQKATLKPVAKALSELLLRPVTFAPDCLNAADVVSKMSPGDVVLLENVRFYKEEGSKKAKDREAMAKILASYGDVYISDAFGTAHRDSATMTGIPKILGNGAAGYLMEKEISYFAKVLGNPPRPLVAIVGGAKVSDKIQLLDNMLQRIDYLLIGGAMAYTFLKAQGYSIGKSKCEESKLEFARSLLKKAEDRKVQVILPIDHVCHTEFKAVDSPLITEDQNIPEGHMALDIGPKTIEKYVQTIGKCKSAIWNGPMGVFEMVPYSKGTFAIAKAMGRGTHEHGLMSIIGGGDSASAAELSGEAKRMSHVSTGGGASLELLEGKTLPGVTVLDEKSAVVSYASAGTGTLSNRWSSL
#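 Recombinant glycosomal PGK reaction used 1,3-bisphosphoglycerate generated in-well by GAPDH (100nM final) in 100mM TEA pH 7.6, 5mM MgCl2, 0.01% Tween-20. After 60 minutes at room temperature, ATP was read by Kinase-Glo Plus luminescence end-point.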
# JMJD2A Tudor = qHTS Assay for Inhibitors of JMJD2A-Tudor Domain; Lysine-specific demethylase 4A (Homo sapiens), O75164; AlphaScreen JMJD2A-Tudor / H3K4me3 peptide binding; Potency, µM (highest dose often 114 µM), for inactives: at the top dose activity change, negative = inhibition, hits mostly inhibitors; 390,000 compounds, 4.4% hits; further: on the % scale 0 is the no-effect control and ±100 the full control effect; nearly all actives have a fitted effect of over 50% in size
# HP1b binding inh = HTS for Inhibitors of HP1-beta Chromodomain Interactions with Methylated Histone Tails. Chromobox protein homolog 1 (Homo sapiens), P83916. AlphaScreen HP1-beta / biotin-H3K9me3 peptide binding. Potency, µM (highest dose often 114 µM), without a hit: at the highest dose activity change, negative = inhibition, usual class: inhibitors. 390,000 compounds, 0.56% hits. AID 540317, 2011; further: nearly all actives have a fitted effect of over 70% in size; inactives centre near 23
# Target sequence (P83916 whole entry, looked up): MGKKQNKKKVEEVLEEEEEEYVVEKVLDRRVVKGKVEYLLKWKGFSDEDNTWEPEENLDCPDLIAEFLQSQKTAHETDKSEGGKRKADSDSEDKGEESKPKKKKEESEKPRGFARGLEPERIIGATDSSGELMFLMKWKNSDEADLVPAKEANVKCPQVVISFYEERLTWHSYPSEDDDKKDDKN
#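 Compound inhibition of the preformed complex between 50 nM HP1-beta and 50 nM biotinylated H3K9me3 peptide was read by AlphaScreen. Buffer was PBS pH 7.4 with 0.01% Tween-20. Incubations ran 30 min at room temperature, with 10 ug/mL donor/acceptor beads.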
# * = called active by the depositor; i = inactive; ? = inconclusive; / = no result given; [ ] = dose if it differs, or a comment. Unless noted, the call rests on the fitted dose curve; in most records, active means well fitted curve in the direction sought with a large enough effect; inconclusive means small, poorly fitted or top-dose-only effect, or another doubt; inactive means no such curve, though single readings can be large; an effect the other way counts as inactive or inconclusive. Potency means the concentration at half of the fitted maximal effect.
SMILES,G9a block,BLM helicase inh,GLS inhibitor,Pol iota inh,BAZ2B inh,Pin1 inhibitor,Tb PGK inh,JMJD2A Tudor,HP1b binding inh
CC(=O)NCCNC(=O)c1ccc(-n2c(C)ccc2C)cc1,9%,-2%,-8%,24%,?,1%,-1%,-16%,40%[activator]
CCn1nc(C)c(/C=N/NC(=S)Nc2ccc(Cl)cc2Cl)c1C,10%,-2%,-3%,14%,0%,-4%,-9%,-22%,7%
Cc1ccccc1Cn1cc(NC(=O)c2nn(C)cc2Cl)cn1,-5%[59 µM],2%,5%,179%[activator],3%,-4%,0%,-18%,19%
CC(=O)c1ccc(NC(=O)CSc2ccc3nnc(CCNS(=O)(=O)c4ccc(C)cc4)n3n2)cc1,0%[59 µM],-5%,?,?,-17%,-16%,-9%,3%,59%[activator]
CCOc1cc(NC(=S)NCc2ccco2)c(OCC)cc1NC(=O)CC,21%[59 µM],2%,9%,11%,-17%,-1%,4%,-7%,24%
CN(CC(=O)Nc1ccc(F)c(F)c1F)C(=O)c1ccc(N2CCCC2=O)cc1,/,/,-16%,11%,/,0%,6%,-1%,20%
CC(OC(=O)CC1CCCC1)C(=O)Nc1ccc(S(N)(=O)=O)cc1 (configuration not stated),?,/,-1%,25%,5%,-3%,-4%,5%,14%
c1cncc(Nc2nc(-c3ccncc3)cs2)c1,7%[59 µM],1%,5%,8%,5%,3%,20%,-13%,33%
Cc1nnc(SCc2cc([N+](=O)[O-])cc3c2OCOC3)[nH]c1=O,/,-5%,2%,32%[activator],-7%,4%,2%,-11%,22%
CC1=C(C(=O)c2ccccc2)C(c2ccc(OC(F)F)cc2)NC(=S)N1 (configuration not stated),-2%,-14%,2%,75%[activator],?,-9%,i,?,?
CCc1ccc(-c2cn3c(n2)sc2cc(C(=O)NCC(C)c4ccccc4)ccc23)cc1 (configuration not stated),-6%[59 µM],1%,-2%,5%,-11%,5%,8%,-8%,55%[activator]
Cc1ccc(C)c(-c2[nH]c3c(c2-c2c(-n4cccc4)n(C)c(=O)n(C)c2=O)c(=O)n(C)c(=O)n3C)c1,-4%[59 µM],-3%,6%,24%,?,2%,-3%,-24%,14%
Cc1ccc(SCC(=O)Nc2ccc(N3CCOCC3)cc2)cc1,-27%,-6%,-4%,-7%,-20%,-3%,-9%,-7%,13%
Cc1ccc(-c2nc(Cl)nc3ccccc23)cc1,25%,-7%,-4%,-11%,26%,-2%,-9%,31%,67%[activator]
O=C(CCCOc1ccc(Cl)cc1)Nc1cccc(C(=O)O)c1,9%,-2%,-2%,4%,3%,-4%,i,2%,16%
O=C(CCCOc1ccc(Cl)cc1Cl)NCc1ccccn1,/,2%,-14%,8%,2%,1%,i,-4%,34%
CC(C)c1cccc(C(C)C)c1NC(=O)CCl,0%,-1%,-15%,67%[activator],1%,0%,-4%,-9%,33%
O=C(Cc1ccccc1)Nc1ccc(NC(=O)c2cccs2)cc1,2%,-7%,6%,56%[activator],-11%,3%,-8%,-25%,-8%
CCOc1cc(CNCCO)cc(Br)c1OCc1ccc(Cl)cc1Cl,?,7%,7%,14%,-35%,2%,-9%,-35%,15%
CCC(=O)C1CCCN(C(=O)c2cccc(OC3CCN(S(C)(=O)=O)CC3)c2)C1 (configuration not stated),/,/,2%,-4%,/,-1%,0%,-7%,19%
Cc1cc(=O)[nH]c(N/N=C/c2cccc(Br)c2)n1,-10%[0.501 µM],-3%,0%,38%[activator],3%,3%,-8%,-7%,51%[activator]
CCCCc1cc(=O)oc2cc(C)cc(O)c12,-22%[59 µM],-2%,10%,12%,1%,-9%,0%,-3%,7%
CN(C)c1oc(-c2ccccc2[N+](=O)[O-])nc1C#N,7.1µM*,-4%,16%,?,-38%,-10%,-5%,16µM*,?
N#C/C(=C(/O)c1ccc(Cl)c([N+](=O)[O-])c1)c1nc2ccccc2[nH]1,/,-5%,2%,-32%,-1%,3%,2%,-11%,41%[activator]
CCn1ncc(C2=NOC(C(=O)NCc3ccccc3)C2)c1C (configuration not stated),45µM*,-3%,3%,26%,1%,0%,-11%,-1%,-8%
COc1ccc(NC(=O)CSc2nc3ccccc3c(=O)n2C)cc1,8%[0.501 µM],-2%,6%,131%[activator],12%,-1%,i,-12%,11%
COc1ccccc1OCC(=O)Nc1nc2c(s1)CC(C)CC2 (configuration not stated),-37%[59 µM],-6%,-2%,-6%,-17%,-5%,2%,-30%,15%
CN(C(=O)COC(=O)CNS(=O)(=O)/C=C/c1ccccc1)C1CCS(=O)(=O)C1 (configuration not stated),-2%,-6%,-2%,-8%,0%,7%,-6%,-4%,32%[activator]
CCC1(C)Cc2c(sc3nc4n(c(=O)c23)CCS4)CO1 (configuration not stated),4%,0%,10%,23%,10%,-5%,-8%,-9%,9%
COc1ccc(CNC(=O)COC(=O)c2[nH]c(C)c(C(C)=O)c2C)cc1OC,-2%[12.7 µM],/,6%,-10%,-25%,-8%,-6%,-14%,24%
Cc1cc(C)cc(NC(=O)CN(c2cc(C(F)(F)F)ccc2Cl)S(=O)(=O)c2ccccc2)c1,-3%[59 µM],-2%,-3%,17%,-2%,1%,-7%,-10%,13%
O=C1NC[C@H](Cc2ccccc2)N(CC2CCN(CCC3CCCC3)CC2)C1=O,/,/,1%,?,/,-5%,1%,-17%,29%
Fc1ccccc1CSc1nnc(Cn2cnc3ccccc32)n1-c1ccccc1,-6%[12.7 µM],2%,?,3%,2%,1%,i,-8%,30%
O=C(NCCc1csc(-c2cccc(F)c2)n1)c1ccc(Br)o1,12%[59 µM],-1%,4%,11%,-23%,-6%,1%,-8%,8%[57 µM]
CCOC(=O)c1sc(NC(=O)c2ccc3nc[nH]c3c2)nc1C,?,-14%,0%,?,?,43%[activator],i,-18%,25%
O=C(NC(=S)Nc1cccc2cnccc12)c1ccccc1,40µM*,?,-6%,?,0%,1%,i,-9%,39%[activator]
CCOc1ccc2nc(N3CCC(C(=O)N4CCN(C5CCCCC5)CC4)CC3)sc2c1,16%,2%,-1%,-6%,21%,-5%,-3%,-5%,25%
Cc1ccc(-n2nnnc2SCC(=O)N2CCc3ccccc3C2)cc1,?,-17%,-2%,25%,8%,5%,-1%,1%,40%[activator]
O=C(Nc1cccnc1)c1ccc([N+](=O)[O-])cc1Cl,-28%,-6%,-1%,-21%,0%,1%,-1%,10%,54%[activator]
O=C(NC1CCCCCC1)C(=O)NC1CCCC1,16%[59 µM],0%,2%,10%,6%,-13%,-3%,3%,24%
Fc1ccc(-n2ncc3c(SCc4cccnc4)ncnc32)cc1,18%[12.7 µM],-11%,99%[activator],202%[activator],-6%,-4%,-11%,-13%,38%[activator]
CC(=O)c1ccc(NC(=O)c2nc3ccccc3nc2N2CCCCC2)cc1,-36%[59 µM],-7%,6%,37%[activator],-15%,0%,-6%,?,-8%
CCN(CC)c1nc(C)c(C(=S)Nc2cc([N+](=O)[O-])ccc2Cl)s1,-12%,-2%,-6%,80%[activator],/,?,i,?,-36%
Cc1cc(C(=O)NC2CCCC(C)C2C)c2ccccc2n1 (configuration not stated),12%[0.501 µM],/,0%,11%,11%,5%,-3%,-8%,23%
CC(=O)CCc1oc2ccc(C)cc2c1Cc1ccccc1,158%[activator],-17%,-3%,163%[activator],142%[activator],4%,1%,66%[activator],120%[activator]
COC(=O)[C@@]1(C)CC[C@]2(C)CC[C@@]3(C)C(=CC(=O)C4[C@@]5(C)CC[C@H](O)C(C)(C)[C@@H]5CC[C@]43C)[C@H]2C1 (some centres not stated),6%[12.7 µM],-3%,-2%,-39%,5%,3%,9%,-13%,26%
COc1cc(COc2ccc(S(=O)(=O)N3CCOCC3)cc2[N+](=O)[O-])ccc1OC(F)F,/,/,1%,16%,/,-9%,-3%,-15%,18%
CCOC(=O)CN(Cc1ccccc1)C(C(=O)NC1CCCCC1)c1ccc(C)cc1 (configuration not stated),15%[59 µM],-7%,-2%,9%,11%,4%,-7%,-9%,21%
COc1ccccc1NC(=O)N1CCCC(c2nc3c(nnn3Cc3ccc(C)cc3)c(=O)[nH]2)C1 (configuration not stated),?,-1%,3%,24%,-3%,-7%,-4%,-5%,24%
Cc1ccccc1NC(=O)Cc1nc(COC(=O)CNS(=O)(=O)c2cccc(Br)c2)cs1,/,-6%,2%,14%,-6%,19%,1%,-12%,15%
Cc1cc(C)c2c(N)c(C(=O)Nc3ccccc3F)sc2n1,/,0%,2%,32%[activator],14%,-2%,0%,-11%,34%

# Quoted at random: four entries already listed.
SMILES,G9a block,BLM helicase inh,GLS inhibitor,Pol iota inh,BAZ2B inh,Pin1 inhibitor,Tb PGK inh,JMJD2A Tudor,HP1b binding inh
COc1cc(COc2ccc(S(=O)(=O)N3CCOCC3)cc2[N+](=O)[O-])ccc1OC(F)F,/,/,1%,16%,/,-9%,-3%,-15%,18%
Cc1ccccc1NC(=O)Cc1nc(COC(=O)CNS(=O)(=O)c2cccc(Br)c2)cs1,/,-6%,2%,14%,-6%,19%,1%,-12%,15%
Cc1cc(C)c2c(N)c(C(=O)Nc3ccccc3F)sc2n1,/,0%,2%,32%[activator],14%,-2%,0%,-11%,34%
CC(=O)CCc1oc2ccc(C)cc2c1Cc1ccccc1,158%[activator],-17%,-3%,163%[activator],142%[activator],4%,1%,66%[activator],120%[activator]

# Some of the compounds tested. The share of hits here may be higher or lower than overall.
